# Assay outcomes from PubChem.
# LYP inhibition – inhibitors of LYP phosphatase, biochemical, fluorescence intensity, uHTS (AID 1779); recombinant LYP phosphatase, fluorescence intensity; higher % means a stronger effect; inhibition, % at 11.5 µM; hits with a dose series show IC50 in µM; 0.054% of 290,000 active;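 also: plate controls were vehicle with enzyme for no effect and no enzyme for full effect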
# TNAP activation fold – stimulation of alkaline phosphatase TNAP activity – biochemical, luminescent, no phosphate acceptor, uHTS, primary screen (AID 1001); purified TNAP, luminescent activation assay, no phosphate acceptor; higher activation fold means a stronger effect; activation fold at 20 µM, or EC50 in µM where a hit was titrated; 0.03% of 200,000 active; in the data active = activation fold from about 3, or a potency from the dose series; inactive = the rest, 99 in 100 with activation fold below about 1.6; also: many of its hits are not listed in these tables
# M17LAP inhibition – P. falciparum M17LAP inhibitors, primary screen, biochemical, fluorogenic H-Leu-NHMec substrate, 1536-well (AID 1619); inhibition, % at 30 µM, or IC50 in µM where a hit was titrated; recombinant M17LAP, H-Leu-NHMec fluorogenic kinetic assay; higher % means a stronger effect; 0.38% of 220,000 active;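 active = compound inhibiting the enzyme by more than half at any dose during confirmatory dose-response retesting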;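 also: plate controls were full reaction with DMSO carrier for no effect and no enzyme background for full effect; strong numbers were not always called active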
# PMI inhibitors – MPI enzyme activity inhibition – biochemical, fluorescence intensity, coupled assay, primary screen (AID 1209); purified PMI enzyme, coupled fluorescence intensity; higher % means a stronger effect; inhibition, % at 20 µM, or IC50 in µM where a hit was titrated; 0.42% of 190,000 active;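 also: plate controls were DMSO vehicle for no effect and wells lacking substrate for full effect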
# human PMI inhibitors – human PMI inhibitors, high substrate, primary screen, biochemical, fluorescence intensity, high mannose 6-phosphate (AID 1220); recombinant PMI enzyme, coupled fluorescence intensity; higher % means a stronger effect; inhibition, % at 20 µM; hits with a dose series show IC50 in µM; 0.66% of 190,000 active
# M1AAP inhibition – P. falciparum M1AAP inhibitors, biochemical, fluorogenic H-Leu-NHMec substrate, 1536-well (AID 1445); recombinant M1AAP, H-Leu-NHMec fluorogenic kinetic assay; higher % means a stronger effect; inhibition, % at 30 µM, or IC50 in µM where a hit was titrated; 0.42% of 220,000 active;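 active = primary inhibition above the hit cutoff, then over 50% inhibition at one or more dose response concentrations, cut at about 23% in these data, passing the limit was not always enough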;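 also: plate controls were DMSO full reaction for no effect and no enzyme background for full effect; strong numbers were not always called active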
# Myeloid diff MLP – promotes myeloid progenitor differentiation; ER-HoxA9 myeloid progenitors, lysozyme-GFP differentiation, flow cytometry; calls only at 10 µM; 1% of 360,000 active;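 active = normalized GFP-positive differentiation at or above the plate's own cutoff, the solvent-only control mean plus 3 SD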;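 also: cells exposed to compound for four days before flow analysis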
# CSM14.1 death rescue – protection against thapsigargin-triggered cell killing – 384-well, CSM14.1, ATP luminescence, primary screen (AID 1222). CSM14.1 thapsigargin-induced death rescue, ATP luminescence; higher % means a stronger effect. cellular ATP content (survival), % at 20 µM; hits with a dose series show EC50 in µM. 190,000 tested, under 10 active;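 active = EC50 below 50 µM in the dose-response confirmation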;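 also: death triggered by thapsigargin at about 15 µM added after 2 h compound pretreatment; cell ATP read after overnight thapsigargin exposure of roughly 18 to 22 hours; normalized against plate controls of thapsigargin alone and 5% DMSO vehicle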
# XIAP displacement – XIAP antagonists, biochemical, IAP family, fluorescence polarization (AID 1018); displacement, % at 20 µM, or IC50 in µM where a hit was titrated; 0.007% of 200,000 active; XIAP BIR domain, fluorescence polarization peptide displacement; higher % means a stronger effect; in the data active = displacement above about 50%; also: a part of the inactive calls stands beside numbers as strong as those of hits
# Myeloid diff MLP GFP+ MAC1+ % – recorded beside Myeloid diff MLP, whose call it bears; GFP+ MAC1+ double positive, %; measured here: differentiation confirmed by MAC1 staining
# Active calls of the source: *; i = inactive; / = no result given; + = active, no number. Rule as the data show it, unless noted: active = inhibition above about 50%; inactive = the rest. Compounds as they come, and some 2.7% of all compounds hit somewhere here.
SMILES,LYP inhibition,TNAP activation fold,M17LAP inhibition,PMI inhibitors,human PMI inhibitors,M1AAP inhibition,Myeloid diff MLP,Myeloid diff MLP GFP+ MAC1+ %,CSM14.1 death rescue,XIAP displacement
CCOC(=O)c1ccc(-c2ccc(/C=N/NC(=O)Cc3nnc(N)s3)o2)cc1,0.6%,/,4.5%,/,/,0.5%,i,0.4,/,/
COc1ccc(OC)c(/C=N/NC(=O)c2cnccn2)c1,-4.2%,/,-1.0%,/,/,11.3%,i,0.4,/,/
S=C(NCC1CCCO1)N1CCN(c2nc(-c3ccc(Cl)cc3)cs2)CC1 (stereo not drawn),5.2%,1.1,0.8%,19.6%,9.1%,9.7%,i,0.4,1.7%,-0.6%
c1csc(-c2nn3c(Cn4nnc5ccccc54)nnc3s2)c1,-5.0%,0.4,1.1%,9.3%,8.0%,1.9%,i,8.6,-3.6%,-7.4%
C=CCOc1ccc(Br)cc1CNC(C)(C)C,-7.9%,1.1,8.0%,-5.4%,-6.9%,9.7%,i,0.4,0.4%,-4.1%
COc1ccc(OCCCn2cccc2/C=C2/C(=N)N3OC(C)=CC3=NC2=O)cc1,0.9%,1.2,10.9µM*,8.5%,5.7%,11.0%,i,0.1,3.7%,1.6%
O=C(CN1CCOCC1)NNC(=S)Nc1ccccc1,-9.6%,1.7,13.5%,0.6%,-0.5%,8.6%,i,0.6,-1.3%,-2.4%
CCS(=O)(=O)N1Cc2ccccc2CC1C(=O)Nc1nc2ccccc2s1 (stereo not drawn),6.1%,1,0.8%,1.1%,12.3%,-0.4%,i,0.7,-3.5%,-5.8%
COc1ccc(NC(=O)COC(=O)Cc2ccc(-c3ccccc3)cc2)c(OC)c1,4.4%,1.1,-3.4%,13.9%,14.1%,2.8%,i,0.5,0.7%,-2.5%
CC(=O)NC1=NN(C(C)=O)C(C)(c2cccc([N+](=O)[O-])c2)S1 (stereo not drawn),-10.9%,1.1,2.9%,-9.7%,-7.1%,-1.7%,i,0.3,/,-6.7%
Cc1cc2nn(-c3cccc4ccccc34)nc2cc1NC(=O)c1cccs1,-2.0%,1,-4.1%,12.3%,15.2%,18.8%,i,0.3,1.9%,-4.0%
C(=C\c1ccccc1)/CN1CCN(Cc2nc(Cc3ccccc3)no2)CC1,-6.2%,1,4.3%,-2.1%,-1.9%,4.7%,i,0.6,4.6%,-7.2%
Cc1ccc(S(=O)(=O)N2CCCC2C(=O)NCc2ccc3c(c2)OCO3)cc1 (stereo not drawn),-5.3%,1,-1.5%,13.4%,13.3%,8.0%,i,0.5,-0.5%,-8.7%
C=CCc1cccc(/C=N/c2nc3ccccc3n2CC)c1O,-2.2%,0.9,-0.5%,17.7%,19.9%,3.1%,/,/,0.5%,-1.3%
O=C(Nc1nnc(-c2ccccc2F)s1)c1cccnc1,-9.8%,1,1.8%,-2.0%,-4.3%,7.1%,i,0.1,-0.2%,-11.3%
Cc1cccc(-c2nnc(SCC#N)n2Cc2ccccc2)c1,-5.6%,1.1,-6.7%,5.2%,-0.8%,0.4%,i,0.8,-0.5%,-4.9%
O=C(N/N=C1/CCS(=O)(=O)c2ccc(F)cc21)c1cccnc1,1.2%,1.1,0.7%,-5.5%,-1.7%,2.0%,i,0.8,/,-9.9%
COC(=O)C1=C(C(=O)OC)SC2(S1)C(C(=O)OC)=C(C(=O)OC)SC1=C2c2cccc(C)c2NC1(C)C,4.1%,1,-3.9%,24.5%,18.2%,0.8%,i,0.5,6.0%,-11.9%
COC(=O)c1ccccc1NC(=O)N1CCN(S(C)(=O)=O)CC1,-7.0%,1.1,17.3%,-0.7%,-4.7%,-19.5%,i,1.0,-1.9%,-1.3%
COC(=O)c1cccc(N2C(=O)c3ccccc3S2(=O)=O)c1,-7.5%,1.1,-2.7%,3.6%,4.1%,18.0%,i,0.9,0.0%,-3.9%
Cc1ccc(NC(=O)Cn2nc(C)c(S(=O)(=O)N(C)C)c2C)cc1C,-2.4%,1.1,3.3%,-10.4%,-7.7%,5.3%,i,0.4,-1.4%,-2.0%
CC(=O)OCC1O[C@@H](O[C@@H]2C[C@H]3C(C)(C)[C@H](OC(C)=O)CC[C@]3(C)[C@H]3CC[C@]45C[C@]4(CC[C@H]5[C@@H](C)C[C@@H](O)[C@H](O)C(C)(C)O)[C@@]32C)[C@H](O)[C@@H](O)[C@@H]1O (stereo partly drawn),2.3%,1.2,-7.7%,9.3%,13.6%,12.1%,/,/,-2.4%,-13.5%
Cc1ccc(C(=O)Nc2cc(Cl)ccc2OC(=O)c2ccc(C)cc2)cc1,2.9%,1,-17.2%,-4.5%,-2.9%,8.7%,/,/,-2.3%,-3.7%
Cc1nc(SCC(=O)NCc2ccco2)c2c(C)c(C)sc2n1,0.3%,1.2,12.1%,6.6%,4.4%,6.6%,i,0.3,/,0.5%
O=[N+]([O-])c1cc(-c2ccn[nH]2)ccc1Cl,-0.8%,1,3.0%,-9.3%,0.4%,8.8%,i,0.1,-1.4%,-2.3%
O=C(CSc1ccc(Cl)cc1)N1CCOCC1,-4.7%,1,-7.9%,11.4%,8.7%,-0.8%,i,0.5,-0.5%,-1.1%
O=C(NCCCN1CCCC1)c1ccc(Cn2c(=S)[nH]c3ccc(Br)cc3c2=O)cc1,-13.4%,1.1,1.2%,-37.8%,-25.2%,8.2%,/,/,-2.3%,-3.4%
O=C(CCCCC(=O)NCc1cccs1)NCc1cccs1,-0.9%,1.1,1.7%,17.2%,11.9%,18.4%,i,0.9,-3.0%,-1.1%
Cc1ccc(CN2CCNC(=O)C2CC(=O)N(C)CCc2ccccc2)cc1 (stereo not drawn),-11.3%,1.1,-1.3%,10.0%,7.5%,-1.1%,i,0.6,-1.1%,-4.6%
O=c1[nH]c2ccc(NC(=S)NC3CCCCC3)cc2[nH]1,-7.2%,0.9,3.2%,3.3%,14.0%,-1.9%,i,1.0,-4.0%,-5.1%

# Pulled one by one from the list above:
SMILES,LYP inhibition,TNAP activation fold,M17LAP inhibition,PMI inhibitors,human PMI inhibitors,M1AAP inhibition,Myeloid diff MLP,Myeloid diff MLP GFP+ MAC1+ %,CSM14.1 death rescue,XIAP displacement
O=C(NCCCN1CCCC1)c1ccc(Cn2c(=S)[nH]c3ccc(Br)cc3c2=O)cc1,-13.4%,1.1,1.2%,-37.8%,-25.2%,8.2%,/,/,-2.3%,-3.4%
CCOC(=O)c1ccc(-c2ccc(/C=N/NC(=O)Cc3nnc(N)s3)o2)cc1,0.6%,/,4.5%,/,/,0.5%,i,0.4,/,/
c1csc(-c2nn3c(Cn4nnc5ccccc54)nnc3s2)c1,-5.0%,0.4,1.1%,9.3%,8.0%,1.9%,i,8.6,-3.6%,-7.4%
O=[N+]([O-])c1cc(-c2ccn[nH]2)ccc1Cl,-0.8%,1,3.0%,-9.3%,0.4%,8.8%,i,0.1,-1.4%,-2.3%
Cc1nc(SCC(=O)NCc2ccco2)c2c(C)c(C)sc2n1,0.3%,1.2,12.1%,6.6%,4.4%,6.6%,i,0.3,/,0.5%
O=c1[nH]c2ccc(NC(=S)NC3CCCCC3)cc2[nH]1,-7.2%,0.9,3.2%,3.3%,14.0%,-1.9%,i,1.0,-4.0%,-5.1%

# (list continues)
SMILES,LYP inhibition,TNAP activation fold,M17LAP inhibition,PMI inhibitors,human PMI inhibitors,M1AAP inhibition,Myeloid diff MLP,Myeloid diff MLP GFP+ MAC1+ %,CSM14.1 death rescue,XIAP displacement
COC(=O)C1(C(=O)OC)NOC2C(=O)N(c3ccccc3)C(=O)C21 (stereo not drawn),-7.2%,1.1,50.0%,1.9%,11.4%,-3.7%,i,11.5,-3.0%,0.6%
COc1ccc2c(c1)c(C(O)CN1CCN(Cc3ccc4c(c3)OCO4)CC1)c(C)n2C (stereo not drawn),2.4%,0.9,24.9%,-8.4%,13.8%,3.2%,i,0.5,-1.3%,-6.8%
C/C(=N\O)C(C)(C)Nc1cccc(Br)c1,-12.1%,/,0.4%,/,/,2.6%,i,0.5,/,/
C/C=C\C=C/C(=O)Nc1cccc(C2=NOC3(C2)C[C@H](C(N)=O)N(C(=O)CC)C3)c1 (stereo partly drawn),-8.8%,/,7.9%,/,/,4.2%,i,0.5,/,/
Cc1c(S(=O)(=O)c2ccccn2)c(N)n(Cc2ccccc2Cl)c1C,-6.5%,/,10.0%,/,/,5.3%,+,1.1*,/,/
CN(/N=C/c1ccc(Cl)cc1Cl)c1ncc(Cl)cc1C(F)(F)F,-7.1%,/,-2.4%,/,/,6.6%,i,0.4,/,/
Cc1cccc(C)c1NC(=O)C1(NC(=O)C2CCC(=O)N2)CCCCC1 (stereo not drawn),-5.3%,1.1,26.1%,-6.4%,0.5%,5.7%,i,0.7,2.8%,0.5%
O=C(NC(=S)N1CCN(c2ccc([N+](=O)[O-])cc2)CC1)c1ccccc1F,8.0%,1,6.5%,3.6%,5.0%,22.0%,i,0.4,-1.4%,-4.0%
CCCCCCn1nc(C(=O)Nc2nc3c(s2)CCCC3)c2ccccc2c1=O,5.3%,0.9,3.5%,18.9%,12.9%,-9.6%,i,0.3,0.1%,-6.0%
CC1CCCCN1C(=S)NCc1ccccc1 (stereo not drawn),-8.0%,1.1,0.1%,7.9%,11.0%,-8.4%,i,0.5,-2.6%,-3.6%
CC(C)(C)OC(=O)N1CC=C2C(C#N)=C(N)C(C#N)(C#N)C(c3cccs3)C2C1 (stereo not drawn),-2.9%,1,7.6%,9.2%,-7.7%,14.4%,i,1.5,/,-1.7%
CC1(C)OC2OC(C(=O)N/N=C/c3cc(Br)ccc3O)C3OC(C)(C)OC3C2O1 (stereo not drawn),9.3%,1.7,-16.9%,4.8%,-22.3%,51.7µM*,i,1.6,1.1%,-4.4%
COc1ccc(C2CC(c3ccccc3)Nc3nc(NC(=O)c4ccco4)nn32)cc1 (stereo not drawn),-5.7%,1.1,23.1%,19.1%,21.4%,5.7%,i,0.9,1.5%,-0.5%
COC(=O)c1ccc(Cn2cnc3c(sc4nc(N5CCOCC5)c5c(c43)CCCC5)c2=O)o1,10.7%,1,-5.8%,4.5%,-0.3%,18.6%,i,0.5,/,0.7%
Cc1nc2ccccc2c(=O)n1CCN1CCOCC1,-1.8%,1,-9.5%,-5.3%,-7.3%,0.8%,i,6.5,-2.7%,-1.8%
CC(C)CCC(C)N=Cc1c(O)n(Cc2ccccc2)c(=O)c2ccccc12 (stereo not drawn),-2.5%,1,-3.2%,0.6%,6.3%,16.4%,i,0.7,1.3%,-9.7%
